RGS4 pot = potentiators or activators of RGS4. HEK293 M3R/inducible RGS4, carbachol calcium flux Fluo4; stronger effect = lower value. hit rate 0.92% among 310,000. B-score at 10 µM;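 active = B-score of the integrated calcium signal more than 4 SD below the library mean, with starting fluorescence not abnormally high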;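 also: negative B-score means reduced calcium response which marks RGS4 activation or potentiation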
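Material: Inducible-RGS4 HEK293 cells carrying M3 receptor; also added: carbachol at ECmax as muscarinic agonist stimulus; incubation: compound preincubation 20 min at room temperature before agonist; signal: Fluo4-AM (2 µM) calcium-flux fluorescence, kinetic read; measure: integrated calcium ratio converted to B score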
KCNQ1 act = human KCNQ1 channel potentiation or activation | B-score at 10 µM | CHO-K1 KCNQ1, thallium flux FluxOR fluorescence; stronger effect = higher value | hit rate 0.35% among 310,000 | AID 2648 | P51787;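 active = fluorescence ratio B-score, a plate-corrected score, at least three library SD, with initial intensity B-score within 5 SD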
Target sequence (P51787 whole entry, looked up): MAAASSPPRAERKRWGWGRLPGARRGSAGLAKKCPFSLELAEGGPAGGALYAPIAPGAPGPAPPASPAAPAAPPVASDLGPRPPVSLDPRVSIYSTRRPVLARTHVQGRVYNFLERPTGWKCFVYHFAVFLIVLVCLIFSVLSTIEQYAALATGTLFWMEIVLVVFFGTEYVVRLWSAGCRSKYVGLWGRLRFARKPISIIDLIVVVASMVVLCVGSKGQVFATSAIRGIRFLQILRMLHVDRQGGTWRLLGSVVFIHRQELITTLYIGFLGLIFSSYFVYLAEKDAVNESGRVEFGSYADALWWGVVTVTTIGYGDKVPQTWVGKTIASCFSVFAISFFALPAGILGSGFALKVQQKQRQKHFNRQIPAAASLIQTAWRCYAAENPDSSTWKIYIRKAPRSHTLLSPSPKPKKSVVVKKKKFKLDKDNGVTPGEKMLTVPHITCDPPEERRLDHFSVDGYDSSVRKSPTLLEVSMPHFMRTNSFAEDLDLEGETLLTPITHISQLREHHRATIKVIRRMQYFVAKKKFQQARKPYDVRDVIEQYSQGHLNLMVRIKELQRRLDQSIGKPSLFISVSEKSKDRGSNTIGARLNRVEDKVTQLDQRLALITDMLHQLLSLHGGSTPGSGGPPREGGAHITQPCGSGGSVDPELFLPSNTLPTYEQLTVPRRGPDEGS
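Doses: Single concentration per compound, DMSO matched to controls | Test system: KCNQ1-transfected CHO-K1 cells | Timing: 90 min dye loading and 20 min compound exposure, both at room temperature | Measured by: Kinetic FluxOR thallium fluorescence, 10-s 1-Hz baseline, 110-s post-stimulus read | Medium: Assay buffer with matched DMSO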
HDAC3 inhib = blocks human histone deacetylase 3 | inhibition, % at 8.3 µM | hit rate 0.15% among 320,000 | O15379 | AID 2718 | recombinant HDAC3, fluorogenic peptide/trypsin coupled, fluorescence; in the data active = inhibition above about 26%, passing the limit was not always enough
ANO1 block = blocks the mouse calcium-activated chloride channel TMEM16A. AID 588511. Q8BHY3. hit rate 1.2% among 310,000. HEK293 TMEM16A/YFP iodide influx fluorescence, ionomycin. normalized B-score (activity score, 25-100; higher = stronger inhibition) at 10 µM;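 active = ratio plate-corrected score three or more library SD toward inhibition, starting fluorescence score within five deviations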;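 also: score derived from kinetic fluorescence span divided by baseline fluorescence per well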
hERG rescue = shields human hERG channel from block by proarrhythmic agents | AID 1511 | Q12809 | CHO-hERG, FluxOR thallium flux, dofetilide IC70 present | activation (rescue from dofetilide block), less the hit threshold, % at 10 µM | hit rate 0.51% among 310,000;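 active = activation above the mean of controls blocked by dofetilide plus 5 SD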;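 also: thallium influx through hERG after potassium depolarization seen as dye fluorescence rise; in these data hits start at about 4.7%; inactives centre near -7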
ANO1 activ = activates or potentiates the mouse TMEM16A chloride channel; Q8BHY3; HEK293 TMEM16A/YFP-H148Q/I152L, iodide quench fluorescence; stronger effect = lower value; B-score at 10 µM; hit rate 0.3% among 340,000;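 active = fluorescence-ratio B-score plate-corrected deviation score at least 3 library SD below zero, with starting fluorescence score within 5 deviations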;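 also: channel opened by trigger with iodide after compound preincubation; score built on the fluorescence ratio of max minus min over baseline; more negative score means more quench and so TMEM16A activation or potentiation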
RGS4 inh = inhibitors of human RGS4; HEK293 M3R/RGS4 inducible, Fluo-4 calcium flux; stronger effect = higher value; triggered by carbachol at its EC20; P49798; hit rate 0.45% among 310,000; B-score at 10 µM; AID 463165;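 active = B-score, a plate-corrected calcium signal, over three deviations above library mean, with baseline fluorescence within five deviations of library mean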;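 also: RGS4 expression induced by doxycycline in cells with stable M3 receptor; B-score is computed from the integrated fluorescence ratio over baseline after carbachol; higher B-score means a larger calcium signal and so more RGS4 inhibition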
KCNK3 block = human KCNK3 channel inhibition, primary screen | B-score at 10 µM | hit rate 0.84% among 340,000 | O14649 | CHO-KCNK3 thallium flux, FluxOR fluorescence; stronger effect = lower value;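 active = B-score under library mean minus 4 SD, starting fluorescence ratio at most library mean plus 5 SD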;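 also: more negative B-score means stronger inhibition of thallium flux through KCNK3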
SKKanGAS inh = SKKanGAS growth inhibition; S. pyogenes SKKanGAS, kanamycin growth, BacTiter-Glo, 6 h; inhibition, % at 7.5 µM; hit rate 1.3% among 300,000; AID 1662;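 active = mean replicate score, as percent of positive control median, at least 50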;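 also: strain carries kanamycin resistance gene driven by streptokinase promoter and grows in 40 µg/ml kanamycin; loss of luminescence reflects streptokinase promoter inhibition or plain growth inhibition; 0% = median of DMSO wells and 100% = positive control at its reference dose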
KCNK9 block = blocks the human KCNK9 two-pore domain potassium channel | B-score at 10 µM | HEK293 KCNK9, FluxOR thallium flux fluorescence; stronger effect = lower value | hit rate 1.2% among 310,000;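 active = ratio B-score over 3 SD below the library mean, with starting fluorescence within 5 SD of its mean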;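 also: negative B-score means less thallium flux so channel inhibition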
Target sequence (Q9NPC2 whole entry, looked up, the tested form may be a part): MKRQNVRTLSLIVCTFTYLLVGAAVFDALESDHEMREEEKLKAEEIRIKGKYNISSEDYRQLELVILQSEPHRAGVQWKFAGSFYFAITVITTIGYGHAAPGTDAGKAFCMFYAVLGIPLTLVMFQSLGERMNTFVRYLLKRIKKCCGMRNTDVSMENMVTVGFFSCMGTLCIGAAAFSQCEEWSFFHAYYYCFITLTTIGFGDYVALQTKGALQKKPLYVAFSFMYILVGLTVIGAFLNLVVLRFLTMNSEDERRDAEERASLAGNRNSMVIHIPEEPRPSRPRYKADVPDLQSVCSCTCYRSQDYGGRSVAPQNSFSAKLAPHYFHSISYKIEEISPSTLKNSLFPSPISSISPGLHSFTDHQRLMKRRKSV
KCNQ1 block = inhibitors of human KCNQ1 potassium channel. P51787. CHO-K1 KCNQ1, FluxOR thallium flux fluorescence; stronger effect = higher value. B-score at 10 µM. hit rate 1.3% among 310,000. AID 2642;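 active = compounds whose thallium flux B-score, printed positive for inhibition, exceeds three library SD while starting fluorescence stays within three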;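 also: channel opened by potassium depolarization with thallium stimulus after 20 min compound exposure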
The depositor's hits bear a star; i = inactive; . = no result given.

SMILES,KCNK9 block,SKKanGAS inh,HDAC3 inhib,KCNQ1 act,hERG rescue,KCNK3 block,KCNQ1 block,ANO1 activ,RGS4 pot,ANO1 block,RGS4 inh
CCCn1nnc(NC(=O)c2cc3ccccc3o2)n1,i,-6,-2,i,-5,i,i,i,i,i,i
CC1=C(C(=O)NCCN2CCN(C)CC2)C2(CCC(C)CC2)OC1=O (stereo not given),i,0,5,i,-8,i,i,i,i,i,i
CCOC(=O)C1(Cc2cccc(Cl)c2)CCCN(C(=O)c2ccoc2C)C1 (stereo not given),i,-10,0,i,-4,i,i,i,i,i,i
O=C(NCc1cccs1)c1ccc(Cl)s1,i,13,3,i,-7,i,i,i,i,i,i
O=C(CN1C(=O)CC(c2ccco2)Sc2ccccc21)Nc1ccc2c(c1)OCCO2 (stereo not given),i,6,10,i,0,i,i,i,i,i,i
CCOCCCNC(=O)c1ccc(N2CC3CC(C2)c2cccc(=O)n2C3)c(NC(=O)Nc2cccc(OC)c2)c1 (stereo not given),i,-1,-3,i,-4,i,i,i,i,i,i
N#Cc1c(-c2ccccc2)nc2n(c1=O)CCS2,i,5,0,i,-11,i,i,i,i,i,i
CCCCc1nc(N2CCOCC2)c(C#N)c2c1CCCC2,i,32,-10,i,-11,-11*,i,i,i,i,i
CCOC(=O)c1[nH]c2ccc(F)cc2c1NC(=O)C(C)N1CCc2cc(OC)c(OC)cc2C1 (stereo not given),i,8,-3,i,-11,i,i,i,i,i,i
CC(C)C1=C2OC(N)=C(C#N)C(C#N)=C2C(C)CC1 (stereo not given),i,10,-5,i,-14,i,i,i,i,i,i
Oc1ccc2ccccc2c1Br,i,1,-5,i,-6,i,i,i,i,i,i
CN1C(=O)C(Cl)(Cl)C(=O)c2ccccc21,i,13,.,i,-12,i,i,i,i,.,i
COC(=O)c1ccc2[nH]c(CO)c(-c3ccccc3)c2c1,i,-8,1,i,-9,i,i,i,i,i,i
CCC1S/C(=C(\C#N)C(=O)NCc2ccco2)N(c2ccc(Br)cc2)C1=O (stereo not given),i,1,3,i,-11,i,i,i,i,i,i
CC(C)c1ccc(OCCCCN2CCCCC2)cc1,i,2,2,i,-2,i,i,i,i,i,i
O=C(CCc1ccc(S(=O)(=O)NCc2ccccc2)cc1)NCc1ccc2c(c1)OCO2,i,-2,-6,i,-15,i,i,i,i,i,i
CCOC(=O)c1sc(=S)n(CC)c1NC(=O)c1ccccc1,i,6,2,i,-5,i,i,i,i,i,i
CC(C)c1ccc(CN2CCC(C(=O)NCc3cccnc3)CC2)cc1,i,-1,-1,i,-14,i,i,i,i,i,i
O=C(O)C1CCN(S(=O)(=O)c2ccc(N3CCC(O)CC3)c([N+](=O)[O-])c2)CC1,i,-2,4,i,-7,i,i,i,i,i,i
N#C/C(C(=O)Nc1ccc(Cl)cc1)=C(/S)Nc1ccccc1,i,26,7,i,-3,i,i,i,i,i,i
CCOc1cc(/C=N/N2CCOCC2)ccc1OCc1ccc(C(=O)OC)o1,i,-1,1,i,-4,i,i,i,i,i,i
COc1cccc(NC(=O)COC(=O)CCCc2c[nH]c3ccccc23)c1,i,4,10,i,-11,i,i,i,i,i,i
COc1cc(CNc2ccc3[nH]c(=O)[nH]c3c2)ccc1OCC(=O)NC(C)(C)C,i,11,-22,i,-14,i,i,i,i,i,i
CC(C)CCNC(=O)CCn1nc(-c2ccc(Cl)cc2)ccc1=O,i,-8,2,i,-6,i,i,i,i,i,i
O=C(NCCCC1CCCC1)C1CCC(=O)N(Cc2cccc(F)c2)C1 (stereo not given),i,1,4,i,-13,i,i,i,i,i,i
O=C(c1ccc(Br)o1)N1CCCc2ccccc21,i,6,-4,i,-4,i,i,i,i,i,i
O=C1COc2ccc(C(=O)COC(=O)c3cc(S(=O)(=O)N4CCOCC4)ccc3F)cc2N1,i,-3,5,i,-9,i,i,i,i,i,i
CCOC(=O)N1CCC(NC(=O)c2sc(-n3cccc3)nc2C)CC1,i,6,-8,i,-5,i,i,i,i,i,i
Cc1ccc(NC(=O)CN(C)Cc2nc3c(Br)cc(Br)cc3c(=O)[nH]2)cc1,i,60*,0,i,-9,i,i,i,i,i,i
CCNC(=S)Nc1scc(-c2ccccc2)c1C(=O)OCC,i,34,-7,23*,6.0*,i,i,i,i,i,i
COc1ccc(C2(C)NC(=O)N(CC(=O)c3ccc4c(c3)OCO4)C2=O)cc1 (stereo not given),i,-9,-1,i,-4,i,i,i,i,i,i
Cc1ccc(NC(=O)CC(=O)Nc2ccc(C)cc2C)c(C)c1,i,-4,3,i,-12,i,i,i,i,i,i
Cc1nnc(SCC(=O)Nc2sccc2C(N)=O)n1Cc1ccccc1,i,-3,7,i,-7,i,i,i,i,i,i
CC(=O)Nc1ccc(S(=O)(=O)Nc2cc(C)c(-n3nc4ccccc4n3)cc2O)cc1,i,2,-2,i,-7,i,i,i,i,i,i
O=c1c2c([N+](=O)[O-])cc([N+](=O)[O-])cc2sn1Cc1ccccc1,i,85*,16,i,0,i,i,i,i,i,i
COc1ccccc1NC(=O)C(CC(C)C)NC(=O)C1CCCCC1 (stereo not given),i,-6,-5,i,-15,i,i,i,i,i,i
COc1cc(NC(=O)C2CCN(S(=O)(=O)c3cccc4nonc34)CC2)cc(OC)c1,i,3,3,i,-12,i,i,i,i,i,i
CC(C)CCNC(=O)C1CCC(=O)N1C(C)C (stereo not given),i,6,-4,i,-8,i,i,i,i,i,i
O=Cc1cn(CC(O)Cn2cc(C=O)c3ccccc32)c2ccccc12,i,1,3,i,-2,i,i,i,i,i,i
Cc1cccc(C)c1NC(=O)CCCSc1nnnn1C,i,-3,-2,i,-14,i,i,i,i,i,i
Cc1cc(C)n2c(SCC(=O)NC3CCCCC3C)nnc2n1 (stereo not given),i,-6,-2,i,-8,i,i,i,i,i,i
COCCn1c(Sc2nc(C)cs2)nc2c1c(=O)[nH]c(=O)n2C,i,0,.,i,-9,i,i,i,i,.,i
Cc1[nH]c2ccccc2c1Cc1n[nH]c(=S)n1C,i,0,1,i,-5,i,i,i,-8.2*,i,i
CCC(=NCc1ccco1)c1c(C(F)(F)F)[nH]n(-c2nc3ccccc3s2)c1=O,i,12,7,i,-16,-9*,i,i,i,i,i
CCOC(=O)CSc1nc(C(C)C)nc2ccccc12,i,2,-2,i,-15,i,i,i,i,i,i
O=C(CSc1nnnn1C1CCCC1)Nc1cccc(NC(=O)c2ccco2)c1,i,6,-1,i,-17,i,i,i,i,i,i
CCCCCN1CSC(=S)N(Cc2ccccc2)C1,i,-1,4,i,-4,i,i,i,i,i,i
COc1cc(OC)cc(C(=O)N2CCC(n3c(C)nc4cc(F)ccc43)CC2)c1,i,-18,4,i,-8,i,i,i,i,i,i
O=[N+]([O-])c1cccc(/C=N/N=C\c2ccccc2)c1,i,4,1,i,1,i,i,i,i,i,i
CCOc1ccc(N(CC(=O)Nc2ccc(C)c(C)c2)S(=O)(=O)c2c(C)noc2C)cc1,i,8,9,i,-5,-9.7*,7*,i,i,i,i
CCCCCc1nnc(NC(=O)OCCC)s1,i,1,12,i,-7,i,i,i,i,i,i
Cc1occc1C(=O)N=Nc1c(O)[nH]c2ccc(Br)cc12,i,-23,9,i,-5,.,i,.,i,i,i
O=C(NCc1ccccc1Cl)c1ccc(-c2ccccc2)cc1,i,-4,3,i,-6,i,i,i,i,i,i
O=C(CCCOc1ccc(Br)cc1)NNC(=O)c1ccncc1,i,-13,-6,i,-12,i,i,i,i,i,i
CCCCNc1c(N2CCN(C(=O)OCC)CC2)c(=O)c1=O,i,-2,5,i,-1,i,i,i,i,i,i
Nc1nnc(Cc2ccccc2)s1,i,10,5,i,-13,i,i,i,i,i,i
CC(CC(=O)NCc1ccc(F)cc1)c1ccccc1 (stereo not given),i,3,-9,i,0,i,i,i,i,i,i
Cc1cc(C(=O)COc2ccccc2[N+](=O)[O-])c(C)n1-c1cccc(S(=O)(=O)N2CCOCC2)c1,i,11,-2,i,-4,i,i,i,i,i,i
NC(=O)c1cnn2c(-c3cccc(C(F)(F)F)c3)ccnc12,i,-10,-8,i,-7,i,i,i,i,i,i
Cc1nn(CC(=O)N2N=C(C(F)F)CC2(O)C(F)F)c(C)c1[N+](=O)[O-] (stereo not given),i,-9,-5,i,-7,i,i,i,i,i,i

Further results follow.
SMILES,KCNK9 block,SKKanGAS inh,HDAC3 inhib,KCNQ1 act,hERG rescue,KCNK3 block,KCNQ1 block,ANO1 activ,RGS4 pot,ANO1 block,RGS4 inh
COc1cccc(NC(=O)CN(C)C(=O)c2cc(-c3ccco3)nc3ccccc23)c1,i,33,.,i,-28,i,i,i,i,i,i
CCOc1cc(/C=C(/C#N)C(=O)Nc2ccc(O)cc2)cc(Br)c1O,i,19,15,i,-19,i,i,i,i,i,i
CC(=O)N[C@@H](Cc1c[nH]c2ccccc12)C(=O)NCCc1ccc(S(N)(=O)=O)cc1,i,3,.,i,-1,i,i,i,i,i,i
CCOC(=O)C1=C(C)C(c2ccccc2OC)NC(=S)N1 (stereo not given),i,-2,0,i,-5,i,i,i,i,i,i
Cc1ccc(NC(=O)CN2C(=O)N/C(=C/c3ccc4c(c3)OCCO4)C2=O)cc1,i,9,3,i,-5,i,i,i,i,i,i
O=C1CN(C(=S)Nc2ccc(OC(F)F)cc2)CCN1,i,-5,2,i,-8,i,i,i,i,i,i
CCOC(=O)c1c(C)n(C)c2cc(Br)c(OC)cc12,i,-13,2,i,-6,i,i,i,i,i,i
O=C(NC1CCN(S(=O)(=O)c2ccc(F)cc2)CC1)C1CCCCC1,i,-7,0,i,-10,i,i,i,i,i,i
O=C(Nc1ccccc1)c1ccc(S(=O)(=O)N(CCO)CCO)cc1,i,2,-3,i,-6,i,i,i,i,i,i
C(=N\Nc1nc2ccccc2[nH]1)/c1ccncc1,i,-8,5,i,-13,i,i,i,i,i,i

Screening data deposited in PubChem by several laboratories.
